From PubChem BioAssay
Rin1 Abl inh: blocks binding of human Rin1 to Abl. inhibition, % at 7.35 µM. 360,000 compounds, 0.4% hits. P00519+Q13671. TR-FRET Rin1/Abl binding, biochemical. AID 588664; in the data active = inhibition above about 5%, passing the limit was not always enough
CSN deneddyl inh: inhibitors of human CSN-mediated cullin deneddylation; Q92905; Purified CSN, SCF-Nedd8-OG deneddylation, fluorescence polarization; 360,000 compounds, 0.38% hits; inhibition, % at 12.5 µM;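 active = pattern-corrected inhibition above about 35%, with an unprinted fluorescence ratio check between 0.5 and 1.5, limit read from the data, passing the limit was not always enough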;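 also: 0% = enzyme with substrate and 100% = substrate without enzyme; some results filed as inactive read as strong as hits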
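Assay system: Purified human Csn5 enzyme expressed in HEK293T cells | Amount: Enzyme 0.24 nM | Measured by: Fluorescence polarization readout | Medium: Tris/NaCl/DTT buffer, pH 7.5 | Compound dosing: One concentration, 12.5 µM, 0.25% DMSO | Times: 90 min incubation of compound, enzyme and substrate at room temperature | Control set: no-enzyme wells high, enzyme-with-substrate wells low | Read-out: % inhibition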
Rpn11 block: blocks the human proteasome subunit Rpn11; O00487; human 26S proteasome, Ub4-pepOG fluorescence polarization; 20S core pre-blocked with epoxomicin; calls only at 20 µM; 360,000 compounds, 0.59% hits; AID 588493;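 active = inhibition at 20 µM, scaled to each plate's controls, above about 33%, limit read from the data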
STEP block: STEP (human) phosphatase inhibition; AID 588621; P54829; 360,000 compounds, 0.25% hits; inhibition, % at 20 µM; recombinant STEP, OMFP fluorogenic substrate, fluorescence;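 active = inhibition at 20 µM, scaled per plate between control wells, above about 37%, limit read from the data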;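 also: 0% = DMSO with enzyme and substrate and 100% = substrate only without enzyme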
Target sequence (P54829 whole entry, looked up): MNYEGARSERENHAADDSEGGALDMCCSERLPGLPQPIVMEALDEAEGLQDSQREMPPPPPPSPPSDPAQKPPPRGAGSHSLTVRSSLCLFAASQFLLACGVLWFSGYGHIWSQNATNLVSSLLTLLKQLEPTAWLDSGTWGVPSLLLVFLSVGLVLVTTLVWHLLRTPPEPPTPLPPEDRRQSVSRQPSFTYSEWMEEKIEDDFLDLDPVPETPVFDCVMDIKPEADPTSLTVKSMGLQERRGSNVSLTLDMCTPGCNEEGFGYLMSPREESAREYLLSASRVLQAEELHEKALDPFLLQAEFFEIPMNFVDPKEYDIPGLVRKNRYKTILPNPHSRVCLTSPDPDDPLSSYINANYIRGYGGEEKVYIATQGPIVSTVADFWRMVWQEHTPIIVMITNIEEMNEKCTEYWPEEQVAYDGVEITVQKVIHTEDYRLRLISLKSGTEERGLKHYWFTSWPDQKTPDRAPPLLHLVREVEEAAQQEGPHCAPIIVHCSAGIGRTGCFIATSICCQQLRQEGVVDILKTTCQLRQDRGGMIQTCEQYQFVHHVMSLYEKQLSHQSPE
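Test system: STEP tyrosine phosphatase / Reagent: OMFP at 25 µM / Doses: 20 µM, 1% DMSO / Read-out: percent inhibition scaled to no-enzyme and uninhibited-enzyme controls, plate-pattern corrected / Detection: FITC-channel fluorescence of OMFP product / Medium: Bis-Tris buffer pH 6.0, 2.5 mM DTT, 0.005% Tween 20 / Schedule: 20 min at room temperature, dark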
SUMO1 PPI mod: SUMO1-SIM interaction modulation; 360,000 compounds, 0.33% hits; P63165; SUMO1 binding to a labelled peptide, TR-FRET, 1 h; inhibition, % at 20 µM; in the data active = inhibition above about 37%
Target sequence (P63165 whole entry, looked up): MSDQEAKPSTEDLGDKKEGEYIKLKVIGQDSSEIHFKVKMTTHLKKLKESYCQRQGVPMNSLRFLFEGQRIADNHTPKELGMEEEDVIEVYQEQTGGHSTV
Neddylation inh: inhibitors of human cullin neddylation | TR-FRET cullin neddylation, biochemical | AID 651699 | calls only at 25 µM | P61081+Q13564 | 360,000 compounds, 0.58% hits; in the data active = inhibition above about 36%
NadD block: NadD (S. aureus) enzyme inhibition; purified NadD enzyme, colorimetric absorbance read-out; AID 602399; inhibition, % at 20 µM; 360,000 compounds, 0.78% hits; in the data active = inhibition above about 26%; also: some compounds past the cut are filed as inactive
DNMT1 block: DNMT1 (human) enzyme inhibition | DNMT1 molecular beacon, Hinp1I cleavage, fluorescence | 360,000 compounds, 0.83% hits | P26358 | inhibition (reported as % activation of signal), % at 10 µM | AID 588458; in the data active = inhibition above about 50%
Scp1 inh: blocks human Scp-1 phosphatase activity. Recombinant Scp1, phosphopeptide, malachite green phosphate absorbance. 340,000 compounds, 0.88% hits. Q9GZU7. inhibition, % at 20 µM;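 active = inhibition above about 50% at 20 µM, limit read from the data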;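 also: plate controls were DMSO wells with enzyme for no effect and wells lacking enzyme for full effect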
Target sequence (Q9GZU7 76-261 limits assumed): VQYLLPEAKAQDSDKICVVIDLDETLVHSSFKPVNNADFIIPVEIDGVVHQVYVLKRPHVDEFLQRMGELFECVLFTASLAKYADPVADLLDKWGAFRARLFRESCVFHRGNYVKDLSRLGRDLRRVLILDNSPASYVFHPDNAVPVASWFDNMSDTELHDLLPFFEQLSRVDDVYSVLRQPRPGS
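assay system = SCP-1 phosphatase catalytic domain, residues 76-261 | buffer or medium = 50 mM Tris acetate pH 5.5, 0.005% Tween-20, 10 mM MgCl2 | incubation = enzyme reaction 45 min at room temperature, colour 5 min, stabilisation 30 min | signal = Phosphate-binding colour reagent, absorbance read at 630 nm | measure = % inhibition at 20 µM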
LMPTP block: LMPTP (human) inhibition; P24666; recombinant LMPTP-A, OMFP fluorogenic substrate, fluorescence intensity; inhibition, % at 20 µM; 360,000 compounds, 0.22% hits; AID 651560;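 active = compounds that cut the enzyme signal by at least half of the control window in the single-dose screen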;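 also: plate controls were DMSO wells with enzyme plus substrate for no effect and substrate without enzyme for full effect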
Target sequence (P24666 whole entry, looked up): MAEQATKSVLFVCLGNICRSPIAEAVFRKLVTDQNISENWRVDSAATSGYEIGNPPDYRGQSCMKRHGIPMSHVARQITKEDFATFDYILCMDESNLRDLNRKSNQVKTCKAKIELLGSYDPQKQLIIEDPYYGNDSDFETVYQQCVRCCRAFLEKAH
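Test system – LMPTP-A phosphatase enzyme · Quantity – 0.625 nM LMPTP-A final · Reagent – OMFP substrate, 400 µM final · Dosing – one test concentration per compound, 20 µM, with 3% DMSO overall · Timing – 50 min enzyme reaction at room temperature, protected from light · Detection – fluorescence intensity · Controls – substrate-only low control, DMSO enzyme-plus-substrate high control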
Numbers without * were called inactive; i = inactive; x = not tested or not shown.

SMILES | Rin1 Abl inh | CSN deneddyl inh | Rpn11 block | STEP block | SUMO1 PPI mod | Neddylation inh | NadD block | DNMT1 block | Scp1 inh | LMPTP block
Cc1cccc(Cn2ccc(NC(=O)c3ccc4c(c3)OCO4)n2)c1 | -3.9 | 4.8 | i | 1.3 | 0.6 | i | -2.4 | -2.7 | -1.7 | 0.3
COc1ccc([N+](=O)[O-])cc1NC(=O)CSCc1cc(C)cc(C)c1 | 2.2 | 0.7 | i | 2.3 | -15.3 | i | -2.8 | 1.7 | -12.6 | 2.2
S=c1[nH]cc(Cc2ccccc2)s1 | -0.6 | -0.9 | i | -3.3 | 5.0 | i | 8.0 | 4.9 | -0.9 | -0.3
O=C(NC(Cc1c[nH]c2ccccc12)C(=O)O)/C(=C/c1ccc(F)cc1)NC(=O)c1ccccc1 (centres undefined) | -1.9 | 7.0 | i | 0.4 | 4.5 | i | -2.7 | -5.1 | -16.3 | -0.4
O=C(O)CC1(CC(=O)Nc2ccc3sccc3c2)CCCCC1 | -2.5 | -2.4 | i | -0.8 | 2.7 | i | -2.8 | -0.2 | -10.8 | -0.5
COc1ccc(C(O)CNc2ccc(C)cc2)cc1 (centres undefined) | 1.1 | 2.1 | i | -0.2 | 0.5 | i | -1.6 | -2.5 | -5.2 | -0.1
COc1ccc(CCNC(=O)c2c([S-])n(-c3ccc(C)cc3)c3cccc[n+]23)cc1 | -1.6 | 3.8 | i | 4.8 | -0.9 | i | 12.8 | -7.9 | -13.9 | 4.2
NCCc1nnc(SCc2ccc(F)cc2)o1 | -0.1 | -2.5 | i | 13.1 | -2.2 | i | 1.3 | -1.3 | -6.0 | -2.2
COc1cccc(CNC(=O)CC2C(=O)NCCN2CCCc2ccccc2)c1 (centres undefined) | -1.1 | 0.7 | i | -2.4 | 5.9 | i | -2.9 | -5.3 | -2.0 | -1.5
COc1cc(/C=C/C(=O)O)cc(S(=O)(=O)NCc2ccco2)c1OC | 2.2 | -1.0 | i | -0.1 | 1.9 | i | -0.5 | -0.1 | 6.1 | -2.5
CC(=O)Nc1c2c(nn1-c1ccc(C)cc1)CS(=O)(=O)C2 | -2.6 | 1.4 | i | 2.8 | 6.5 | i | -2.0 | 2.0 | -6.5 | -0.5
C/C(=N\NC(=O)CNc1cccc(C)c1)c1ccc(Br)s1 | -3.1 | 4.3 | i | -2.5 | -7.9 | i | -0.4 | -12.2 | -7.6 | 0.2
COc1ccc(C2c3c(ccc4ccccc34)Oc3ncn4nc(CO/N=C/c5ccccc5)nc4c32)cc1 (centres undefined) | 2.4 | 1.8 | i | -1.7 | -1.1 | i | 0.2 | 6.8 | -9.0 | 1.2
CCc1cccc(CC)c1-n1c(-c2cccnc2)n[nH]c1=S | -6.5 | -0.4 | i | 0.9 | 1.4 | i | 5.3 | -0.1 | -4.2 | 0.1
CCOc1ccc(C2C(C(=O)c3ccco3)=C(O)C(=O)N2CCCn2ccnc2)cc1OC (centres undefined) | 1.7 | -2.6 | i | -1.6 | 46.6* | i | 5.8 | 0.8 | -3.5 | -2.1
O=C(NCC1CCCO1)c1ccc2c(c1)ncn2-c1cccc(F)c1 (centres undefined) | -3.1 | -1.2 | i | -2.3 | 9.2 | i | -0.6 | 0.2 | 0.8 | -1.4
COc1ccc(C(=O)C(OC(=O)c2ccc(C)c(NC(C)=O)c2)c2ccccc2)cc1 (centres undefined) | -3.4 | -2.3 | i | -3.0 | -0.8 | i | -7.0 | -11.8 | -20.1 | 1.6
COC(=O)/C(=C/c1ccco1)NC(=O)c1ccco1 | 0.4 | -4.2 | i | -0.8 | 1.2 | i | -4.5 | -0.9 | -1.4 | -2.0
CS(=O)(=O)N(Cc1ccccc1Cl)c1ccc(C(=O)NCc2cccnc2)cc1 | 3.2 | 2.5 | i | 3.8 | -2.9 | i | -1.7 | -1.4 | -1.1 | 0.1
Cc1ccc(NC(=O)CN2C(=O)/C(=C\c3cccs3)SC2=S)cc1 | -1.9 | -3.2 | i | -2.2 | -2.7 | i | 11.1 | 47.8 | -1.8 | -1.2
CCn1cc(C(=O)N[C@H](C(=O)NCCCO)C(C)C)c(=O)c2cc3c(cc21)OCO3 | -0.5 | -1.4 | i | 0.3 | 2.1 | i | -4.3 | 1.6 | -10.0 | -1.5
O=C(CNC(=O)c1ccc(S(=O)(=O)N2CCCC2)cc1)N/N=C/c1ccccc1Cl | -1.7 | -4.3 | i | -3.7 | -3.6 | i | 7.3 | 3.9 | -4.4 | 1.3
CC(C)CNC(=O)/C(C#N)=C1\N=C(NC(=O)c2ccco2)c2ccccc21 | -4.5 | 2.4 | i | 1.4 | -32.8 | i | 2.7 | 1.0 | -3.4 | 1.3
CC(C)Nc1ncnc2c1ncn2[C@H]1CN(Cc2ccc(Cl)cc2)C[C@@H](CO)O1 | 5.7 | 0.0 | i | -2.0 | -0.5 | i | 0.1 | 4.2 | x | 0.7
COc1cc2c(cc1OC)C(C)N(C(=O)c1cccc([N+](=O)[O-])c1)CC2 (centres undefined) | 2.7 | -9.1 | i | -2.0 | -14.1 | i | 3.9 | -0.4 | 2.7 | -0.3

Random excerpt: 4 records from the list, in no set order.
SMILES | Rin1 Abl inh | CSN deneddyl inh | Rpn11 block | STEP block | SUMO1 PPI mod | Neddylation inh | NadD block | DNMT1 block | Scp1 inh | LMPTP block
O=C(NCC1CCCO1)c1ccc2c(c1)ncn2-c1cccc(F)c1 (centres undefined) | -3.1 | -1.2 | i | -2.3 | 9.2 | i | -0.6 | 0.2 | 0.8 | -1.4
CCn1cc(C(=O)N[C@H](C(=O)NCCCO)C(C)C)c(=O)c2cc3c(cc21)OCO3 | -0.5 | -1.4 | i | 0.3 | 2.1 | i | -4.3 | 1.6 | -10.0 | -1.5
O=C(CNC(=O)c1ccc(S(=O)(=O)N2CCCC2)cc1)N/N=C/c1ccccc1Cl | -1.7 | -4.3 | i | -3.7 | -3.6 | i | 7.3 | 3.9 | -4.4 | 1.3
CS(=O)(=O)N(Cc1ccccc1Cl)c1ccc(C(=O)NCc2cccnc2)cc1 | 3.2 | 2.5 | i | 3.8 | -2.9 | i | -1.7 | -1.4 | -1.1 | 0.1

Following part:
SMILES | Rin1 Abl inh | CSN deneddyl inh | Rpn11 block | STEP block | SUMO1 PPI mod | Neddylation inh | NadD block | DNMT1 block | Scp1 inh | LMPTP block
O=C1C[C@@H]2c3c(cccc3CN1Cc1ccc(Br)cc1)C[C@@H](O)[C@H]2O | -2.2 | -0.3 | i | 1.3 | 8.4 | i | -1.5 | 0.1 | -5.2 | -0.2
O=C(CSc1nc2ccccc2n1CC(=O)N1CCCCC1)N1CCCCC1 | -2.1 | 1.0 | i | -2.5 | -1.1 | i | 0.5 | 1.8 | -8.4 | 0.6
CCC1=C(OC(=O)N(CC)CC)N2C(=O)OC(=NCc3ccccc3)[C@]2(C)[C@H]2C1=CC[C@H]1C(=O)N(CC)C(=O)[C@H]12 | 5.1 | 2.6 | i | -0.8 | 5.3 | i | -2.8 | -3.3 | -7.7 | -0.1
Fc1ccc(CN2CC[C@H]3C=CCc4cccc(c43)C2)cc1 | -2.3 | -15.4 | i | 0.4 | -26.6 | x | 6.4 | 0.5 | 5.0 | 0.9
CC(=O)Nc1ccc(NC2CCCCC2NS(=O)(=O)c2ccccc2)cc1 (centres undefined) | 2.0 | 3.6 | i | 0.5 | -3.5 | i | -4.6 | 0.3 | -4.7 | 0.2
CN(C)c1nc(N)nc(CSc2nnnn2-c2cccc3ccccc23)n1 | -2.6 | -2.1 | i | -4.9 | -1.1 | i | -1.1 | -4.7 | -8.0 | -0.1
O=C1OCC(CO)(CO)N=C1NNc1ccccc1[N+](=O)[O-] | -18.8 | 2.3 | i | 4.8 | -38.7 | i | -7.4 | 0.1 | -10.6 | 3.1
COc1ccccc1CC(NC(C)=O)C(=O)NC1CCN(S(=O)(=O)c2ccccc2)CC1 (centres undefined) | 1.5 | -2.5 | i | -3.0 | -1.8 | i | -12.5 | 0.2 | -2.3 | -0.2
CC1Cc2ccccc2N1C(=O)COC(=O)Cn1cnc2ccccc2c1=O (centres undefined) | 0.4 | 5.3 | i | 0.1 | -1.0 | i | 0.8 | -5.3 | -14.7 | -1.0
COc1ccc(S(=O)(=O)N2CCN(C(=S)NC3CCCCC3)CC2)cc1 | 2.7 | -8.8 | i | -1.3 | -0.2 | i | -3.9 | -2.8 | -7.0 | -0.7
CC(C)N(Cc1ccccc1)C(=O)CN1C(=O)COc2ccc(S(=O)(=O)N3CCCCCC3)cc21 | 2.1 | 1.6 | i | 3.7 | 6.5 | i | -3.1 | -2.7 | 5.1 | 2.0
CCOC(=O)NC(=O)CSc1cc(C)c2cc(C)cc(C)c2n1 | -6.2 | 0.1 | i | 2.6 | 0.2 | i | 0.9 | 2.1 | -1.4 | 0.9
CCOc1ccccc1NC(=O)c1ccccc1-c1nc(-c2ccccc2OC)no1 | 3.9 | -1.3 | i | 1.2 | 4.4 | i | -8.4 | -2.2 | -17.5 | 0.2
COCCCNc1nc2c(-c3ccc(Cl)cc3)nnn2c2ccccc12 | 1.2 | 13.3 | i | -1.4 | -22.7 | i | 5.3 | 42.7 | -12.2 | -1.0
CC(C(=O)C12CC3CC(CC(C3)C1)C2)N1CCOCC1 (centres undefined) | 0.9 | 2.2 | i | -2.2 | 1.4 | i | -0.2 | 1.5 | -10.2 | -0.6
Cc1cc(C)c2[nH]c(O)c(N=NC3=NC(=O)CS3)c2c1 | -8.0 | -1.7 | i | 0.7 | -15.6 | i | -1.8 | 1.9 | -12.6 | -0.3
Cc1c(Br)c([N+](=O)[O-])nn1CCCC(=O)N1CCN(c2ccccc2)CC1 | -0.6 | 1.0 | i | -0.6 | -10.9 | i | -1.9 | -7.3 | -6.5 | -0.4
COc1ccc2ccc(C(C)(C(C)=O)C(=O)OC(C)C)cc2c1 (centres undefined) | -0.3 | -4.5 | i | -0.5 | -1.3 | i | -4.8 | 2.7 | -5.0 | -0.3
COc1ccc2c(c1)C(C)=CC(C)(C)N2S(=O)(=O)c1ccc(C)cc1 | 1.6 | -4.2 | i | 3.7 | -1.8 | i | -4.3 | -0.2 | -11.0 | 2.6
COc1ccc(C(=O)OCC(=O)NC2CCCCCCC2)cc1OC | 7.4 | -5.3 | i | -0.5 | -2.2 | i | -6.4 | 5.6 | -2.4 | 0.1
CC(C)(C)N1C(=O)c2ccc(C(=O)NCc3ccco3)cc2C1=O | -0.7 | 0.9 | i | 0.4 | -11.0 | i | 0.4 | -7.6 | 0.2 | -1.2
CCCN1Cc2cccc(C(=O)N3CCN(c4ccc(OC)cc4)CC3)c2C1=O | 5.2 | -3.0 | i | -3.5 | 1.1 | i | 3.0 | -2.3 | -5.6 | -0.4
